Screening results deposited in PubChem BioAssay by National Center for Advancing Translational Sciences (NCATS).
FLuc modulator: qHTS profiling assay for firefly luciferase inhibitor/activator using purifed enzyme and Km concentrations of substrates (counterscreen for miR-21 project). AID 588342, 2011. 360,000 compounds, 6.9% hits. purified FLuc, Km substrates, luminescence inhibition. Potency, µM (highest dose often 57.5 µM), without a hit: at the top dose activity change, negative = inhibition, hits mostly inhibitors; active = well fitted inhibition curve with a large enough effect; inconclusive = small, poorly fitted or top-dose-only effect;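 note: plate controls were vehicle for no effect and reference inhibitor for full effect; nearly all actives have a fitted effect of over 55% in size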
Target sequence (P08659 whole entry, looked up): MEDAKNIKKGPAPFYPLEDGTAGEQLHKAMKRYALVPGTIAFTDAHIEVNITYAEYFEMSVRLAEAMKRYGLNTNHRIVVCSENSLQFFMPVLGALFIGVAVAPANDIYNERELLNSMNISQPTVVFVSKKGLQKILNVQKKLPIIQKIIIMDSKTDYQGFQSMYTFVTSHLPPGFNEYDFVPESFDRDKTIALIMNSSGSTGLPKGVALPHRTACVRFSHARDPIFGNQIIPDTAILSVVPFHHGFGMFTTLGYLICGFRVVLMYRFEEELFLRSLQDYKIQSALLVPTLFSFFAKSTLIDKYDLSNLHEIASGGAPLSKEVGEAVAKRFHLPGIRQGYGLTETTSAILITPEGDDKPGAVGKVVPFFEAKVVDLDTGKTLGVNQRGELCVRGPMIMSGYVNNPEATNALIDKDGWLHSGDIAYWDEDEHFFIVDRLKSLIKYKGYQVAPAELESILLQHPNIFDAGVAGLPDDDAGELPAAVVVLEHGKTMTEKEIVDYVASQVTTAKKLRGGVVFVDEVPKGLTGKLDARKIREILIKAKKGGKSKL
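Purified P. pyralis luciferase, 10 nM final, with Km-level 10 uM D-luciferin and 10 uM ATP in 50 mM Tris acetate pH 7.5, 10 mM Mg acetate, 0.01% Tween-20, 0.05% BSA; 6-point qHTS titration about 60 µM downward; luminescence read.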
Starred values were filed as active, the others as inactive; u = inconclusive. Potency is the fitted concentration of half-maximal effect.

Preview:
SMILES	FLuc modulator
CCOC(=O)C1CCCN(C(=O)c2ccc(NC(=O)c3nsc4ccccc34)cc2)C1 (configuration not stated)	12µM*
Cc1c(C(=O)Nc2cccc(C(F)(F)F)c2)oc2ccc3c(c12)C(=O)CC(C)(C)O3	3.4µM*
CCc1ccc(NC(=O)c2cc(S(=O)(=O)N3CCCCCC3)ccc2F)cc1	4%
COc1cccc(C(=O)Nc2ccc(S(=O)(=O)N(Cc3ccccc3)c3ccccc3)cc2)c1	3%

All compounds of this part, previewed entries included:
SMILES	FLuc modulator
CCOC(=O)C1CCCN(C(=O)c2ccc(NC(=O)c3nsc4ccccc34)cc2)C1 (configuration not stated)	12µM*
Cc1c(C(=O)Nc2cccc(C(F)(F)F)c2)oc2ccc3c(c12)C(=O)CC(C)(C)O3	3.4µM*
CCc1ccc(NC(=O)c2cc(S(=O)(=O)N3CCCCCC3)ccc2F)cc1	4%
COc1cccc(C(=O)Nc2ccc(S(=O)(=O)N(Cc3ccccc3)c3ccccc3)cc2)c1	3%
Cn1ccc2c(OCC(=O)Nc3cc(C(F)(F)F)ccc3Cl)cccc2c1=O	-2%
Fc1cccc(Cl)c1CNc1n[nH]c(-c2ccco2)n1	u
O=C(NCc1ccc(Cl)cc1)c1ccc(CNS(=O)(=O)c2ccc(F)cc2)cc1	-1%
CCOc1ccccc1N1CC(c2nc3ccccc3n2CCCCOc2ccccc2)CC1=O (configuration not stated)	0%
CCN1CCC(N(Cc2cccc(OC)c2)C(=O)Nc2cccc(C)c2C)CC1	-3%
CCN(CC)S(=O)(=O)c1ccc2c(c1)N(CC(=O)Nc1cccc(C)c1C)C(=O)C1CCCN21 (configuration not stated)	5%
CCC(=O)N1CCc2cc(CNC(=O)c3ccc(C#N)cc3)ccc21	0%
O=C(Nc1noc2ccccc12)c1ccc(F)cc1	2.1µM*
Cc1nn(C(C)C(=O)Nc2cccc(F)c2)c(=O)c2c1sc1ccccc12 (configuration not stated)	u
CCn1c(=O)cc(SCC(=O)NCc2ccc(OC)cc2OC)c2ccccc21	-10%
O=c1c2c3c(sc2n(Cc2ccc(F)cc2Cl)c(=O)n1-c1ccc(Cl)cc1)CCC3	0%
CCN1CCN(C(=O)c2ccc3c(c2)N(Cc2ccccc2F)C(=O)c2ccccc2S3=O)CC1 (configuration not stated)	-1%
CCCS(=O)(=O)N1CC(=O)N(c2ccccc2C)C(C)(C(=O)NC2CCCC2)C1 (configuration not stated)	-5%
COc1cccc(CNC(=O)C2CCN(C(=O)N3CCOc4ccc(Cl)cc43)CC2)c1OC	-10%
COCCNc1nc(NCc2cccc(Cl)c2)c2cnn(C)c2n1	-4%
CCN(Cc1ccccc1)S(=O)(=O)c1ccc2c(c1)CC(C)N2C(=O)C1CCC1 (configuration not stated)	-5%
Cc1cc(C)cc(Nc2cc(C(=O)NC3CCC(C)CC3)c3ccccc3n2)c1 (configuration not stated)	-8%
Cc1nn(-c2ccccc2)c2nc(C3CC3)cc(C(=O)Nc3ccc(F)cc3)c12	3%
Cc1ccc(Cn2c(CO)cnc2SCC(=O)NCc2ccccc2Cl)cc1	1%
Cc1cc(C)cc(Oc2nc3c(C)cccn3c(=O)c2/C=C(\C#N)c2nc3ccccc3[nH]2)c1	-6%
CC(C)CN(CCNC(=O)c1cn(C)c2ccc(S(=O)(=O)N3CCCCCC3)cc2c1=O)CC(C)C	-1%
CCn1c(=N)c(C(=O)NC2CCCCC2)cc2c(=O)n3cc(C)ccc3nc21	-4%
COc1ccc(-c2cc3nc(-c4ccccc4)cc(C(F)(F)F)n3n2)cc1	-1%
Cc1ccc(C)c(N2CCN(S(=O)(=O)c3cnc(N)nc3)CC2)c1	-5%
Cc1noc(-c2ccc(NC(C)c3ccccc3)c([N+](=O)[O-])c2)n1 (configuration not stated)	u
COc1cc(OC)c(NS(=O)(=O)c2cc(-c3cnc(C4CC4)o3)ccc2C)cc1Cl	-15%
CCC(=O)N1CCc2cc(CNS(=O)(=O)c3ccccc3F)ccc21	u
Cc1c(NC(=O)c2sc3c([N+](=O)[O-])cccc3c2Cl)cccc1-c1nc2ccccc2o1	-7%
O=C(COc1ccccc1F)Nc1ccccc1C(=O)OCc1cc(=O)n2nc(C3CC3)sc2n1	-19%
CC(=O)N1CCc2cc(S(=O)(=O)CCC(=O)N3CCN(c4cccc(C)c4C)CC3)ccc21	4%
Cc1ccc(C)c(NC(=O)Cc2coc3cc(C)cc(C)c23)c1	-4%
COc1ccc(-c2onc(C)c2C)cc1S(=O)(=O)NC1CCCCC1	-9%
CC(NC(=O)Nc1ccccc1C(F)(F)F)c1c(-n2cccc2)sc2c1CCCC2 (configuration not stated)	-11%
Cc1ccc(-n2ncc(C(=O)N3CCN(c4ncccn4)CC3)c2C2CCN(C(=O)OC(C)(C)C)CC2)cc1	6%
CC(C)OCCCNC(=O)CN1C(=O)COc2ccc(S(=O)(=O)N3CCOCC3)cc21	-7%
Cc1cc(NC(=O)N2CC=C(c3c[nH]c4ccccc34)CC2)ccc1Br	-17%
CC(CCc1ccccc1)NC(=O)Cn1ncc2c3ccccc3n(Cc3ccccc3F)c2c1=O (configuration not stated)	-2%
CCOc1ccc(C(=O)NCCc2sc(-c3cccc(F)c3)nc2C)cc1OCC	-14%
O=C1CC(c2ccccc2)Cc2[nH]c(=O)c(C(=O)Nc3ccc(F)cc3)cc21 (configuration not stated)	4%
CCN1CCc2c(sc(NC(=O)c3ccc(S(=O)(=O)N(C)C4CCCCC4)cc3)c2C(N)=O)C1	-3%
O=C(C1CCN(c2nc3ccccc3[nH]2)CC1)N1CCN(c2cccc(Cl)c2)CC1	1%
CCCOc1ccc(-c2cccc(NS(=O)(=O)c3ccccc3)c2)nn1	u
CC(=O)c1ccc(N2CCN(C(=O)c3ccc(Cn4c(=O)[nH]c5ccccc5c4=O)cc3)CC2)cc1	1%
Cc1ccccc1/C=C(\C#N)c1nc(-c2ccc(Cl)cc2)cs1	u
CCn1c(=O)c2sccc2n2c(CCC(=O)Nc3ccc(OC)c(Cl)c3)nnc12	0%
CCOc1ccccc1NC(=O)N1CCN(Cc2nc3ccc(C)cc3o2)CC1	1%
COCc1cc(C)nc2sc3c(c12)NC(c1ccc(O)c(OC)c1)N(c1ccccc1)C3=O (configuration not stated)	u
COc1ccc2c(c1)c1c(c(=O)n(-c3ccc(OC)c(OC)c3)c(=O)n1Cc1ccc(C)cc1)n2C	-5%
CC(C)NC(=O)Cn1ccc2cc(S(=O)(=O)N3CCCCCC3)ccc21	4%
CCOc1ccc(CNC(=O)CN2C(=O)C3CCCCN3c3ccc(C(=O)N4CCCC4)cc32)cc1 (configuration not stated)	5%
Cc1ccc(C)c(NC(=O)CSc2nc3c([nH]c4ccccc43)c(=O)n2-c2ccc(F)cc2)c1	0%
Cc1cc(C)c2c(n1)nn1c(C)c(CCC(=O)NCc3ccccc3Cl)c(C)nc21	-2%
Cc1cccc(-n2c3nc(=O)n(C)c(=O)c-3cc3ccc(Cl)cc32)c1C	-6%
O=C(COc1ccccc1F)Nc1ccccc1OCc1cc(=O)n2ccccc2n1	u
CCc1ccccc1NC(=O)C(NS(=O)(=O)c1ccc2c(c1)CCC(=O)N2)c1ccccc1 (configuration not stated)	2%
CCCCOc1ccc(C(=O)NCc2nnnn2-c2ccc(C)c(C)c2)cc1	-16%

Going on with the list:
SMILES	FLuc modulator
COc1ccc(CCNC(=O)c2cccc(-n3cnc4cccnc43)c2C)cc1OC	-6%
CCCCN(CC)C(=O)c1ccc2c(c1)NC(=O)c1ccccc1S2	-11%
CSc1ccc(CCNC(=O)Cn2ccc3cc(S(=O)(=O)N4CCCCCC4)ccc32)cc1	-6%
COc1ccccc1NC(=O)CN1C(=O)C(c2ccc(F)cc2)=NC12CCCCC2	-2%
Cc1ccc(N2CCn3c2nc2c3c(=O)n(Cc3cccc(Cl)c3)c(=O)n2C)cc1C	2%
Cc1ccc(Cl)cc1N(C)C(=O)c1cc2ccc3cccnc3c2[nH]1	-12%
Cc1cccc(C)c1-n1ncc(C(=O)NCCCN2CCC(C)CC2)c1C1CCN(C(=O)OC(C)(C)C)CC1	-2%
COc1cccc(N=C2SC(C(=O)Nc3cccc(Cl)c3)CC(=O)N2C)c1 (configuration not stated)	-13%
CCOC(=O)c1ccc(NC(=O)CCn2c(=O)c3cccn3c3cccnc32)cc1	1%
CCC(=O)N1c2ccccc2CC1C(=O)NCc1ccc(OC(C)C)cc1 (configuration not stated)	-5%
Cn1c(=O)n(CCc2ccccc2)c(=O)c2c1nc1n2CCN1c1ccc(Cl)cc1	u
Cc1cccn2c(=O)cc(COc3cccc(NC(=O)COc4ccc(F)cc4)c3)nc12	-7%
O=C(NCCN1CCCCC1)c1ccc(Cn2c(SCc3cccc(F)c3)nc3cccnc32)cc1	-2%
CC(C)c1cnc2c(c1SCc1cccc(C(F)(F)F)c1)c(=O)n(C)c(=O)n2C	-7%
CC(C)c1ccc(OCC(=O)NCCS(=O)(=O)N2CCN(c3ccc(F)cc3)CC2)cc1	0%

By substructure, those above containing two or more sulfur atoms.
SMILES	FLuc modulator
CCN1CCc2c(sc(NC(=O)c3ccc(S(=O)(=O)N(C)C4CCCCC4)cc3)c2C(N)=O)C1	-3%
CSc1ccc(CCNC(=O)Cn2ccc3cc(S(=O)(=O)N4CCCCCC4)ccc32)cc1	-6%

Taken from above.
`CCOC(=O)c1ccc(NC(=O)CCn2c(=O)c3cccn3c3cccnc32)cc1` | FLuc modulator: 1%
`O=C(NCCN1CCCCC1)c1ccc(Cn2c(SCc3cccc(F)c3)nc3cccnc32)cc1` | FLuc modulator: -2%
`COc1ccc(CCNC(=O)c2cccc(-n3cnc4cccnc43)c2C)cc1OC` | FLuc modulator: -6%
`CCCCN(CC)C(=O)c1ccc2c(c1)NC(=O)c1ccccc1S2` | FLuc modulator: -11%
`Cc1ccc(N2CCn3c2nc2c3c(=O)n(Cc3cccc(Cl)c3)c(=O)n2C)cc1C` | FLuc modulator: 2%
`COc1ccccc1NC(=O)CN1C(=O)C(c2ccc(F)cc2)=NC12CCCCC2` | FLuc modulator: -2%

Further records follow.
SMILES	FLuc modulator
Cc1ccc(-c2nn(-c3ccc(F)cc3)c3c2cnc2cc(F)c(F)cc23)cc1	-3%
Cc1ccc(NC(=O)c2oc3ccc(S(=O)(=O)N4CCC5(CC4)OCCO5)cc3c2C)cc1Cl	-8%
COc1ccc(OC)c(-c2cc(C(=O)Nc3cnn(Cc4ccc(Cl)cc4Cl)c3)no2)c1	2%
O=C1N(Cc2cccc(C(F)(F)F)c2)c2ccccc2S(=O)(=O)N1c1cccc(Cl)c1	1%
Cc1ccc2oc(=O)n(CCNC(=O)Nc3ccccc3C)c2c1	5%
COc1ccc2oc(=O)c(-c3cn4c(n3)sc3cc(OC)ccc34)cc2c1	-17%
CCOC(=O)N1CCc2c(sc3c2c(=O)n(-c2ccc(Cl)cc2)c(=O)n3CC(=O)c2ccc(F)cc2)C1	5%
Cc1cccc(Cn2c(=O)n(CCC(=O)NCc3ccc4c(c3)OCO4)c(=O)c3sccc32)c1	0%
CCOc1ccccc1NC(=O)CN1C(=O)COc2ccc(S(=O)(=O)NC3CCCC3)cc21	-6%
Cc1ccc(CSC2=Nc3ccccc3C3=NC(CCC(=O)NC4CCCCC4)C(=O)N23)cc1 (configuration not stated)	3%
COC(=O)c1ccc(Nc2ncnc3c2nc2n3CCCC2)cc1	u
Cn1c(-c2cccc(Br)c2)cnc1NCc1cccc(F)c1	-8%
CCC1CCCCN1S(=O)(=O)c1ccc(C(=O)Nc2sc3c(c2C(=O)NC)CCC3)cc1 (configuration not stated)	-4%
COc1ccccc1NC(=O)Cn1c(=O)n(Cc2ccccc2)c(=O)c2c1c1cc(C)ccc1n2C	-1%
CCOC(=O)c1cc(-c2ccccc2)n(CCCC(=O)Nc2cc(C)ccc2OC)c1C	3%
CCCCOc1ccc(C(=O)N(Cc2ccc(N(C)C)cc2)Cc2ccco2)cc1	-14%
CCOC(=O)c1cccc(NC(=O)c2cc3ccccn3n2)c1	3µM*
Cc1ccc(Sc2c(C)nn(C(=O)COc3ccccc3)c2C)cc1	-10%
CC(C)COC(=O)/C(C#N)=C\c1ccc(-c2ccccc2Cl)o1	u
Cc1ccc(NC(=O)CCS(=O)(=O)c2cc(Br)cc3c2N(C(=O)C2CC2)CC3)cc1	-2%
COc1ccccc1Nc1c2c(nc3ccc(NC(=O)c4ccc(N(C)C)cc4)cc13)CCCC2	0%
COc1ccccc1N1CCN(c2ncnc3c2cnn3-c2ccc(C)cc2)CC1	-17%
Cc1ccc(C)c(S(=O)(=O)c2nnn3c2nc(NC(C)C)c2sccc23)c1	-9%
Cc1ccc(C(=O)CC2(O)C(=O)N(Cc3ccccc3)c3ccccc32)c(C)c1 (configuration not stated)	19µM*
CCc1ccc(NC(=O)Cc2csc(COc3cccc(C)c3)n2)cc1	-4%
Cc1noc2ncnc(N3CCCC(C(=O)NC(C)C)C3)c12 (configuration not stated)	3%
COc1ccc(CC(=O)NCC(c2cccs2)S(=O)(=O)c2ccc(F)c(C)c2)cc1 (configuration not stated)	-7%
Cc1ccccc1C(=O)N(Cc1ccc(N(C)C)cc1)Cc1ccco1	-3%
Cc1ccc(C)c(NC(=O)c2cnc3sc(N4CCOCC4)nn3c2=O)c1	-1%
COc1cccc2sc(N(Cc3cccnc3)C(=O)c3ccco3)nc12	0%
CC1=C(c2ccc(Cl)cc2)S(=O)(=O)NC1=NCCCN1CCN(c2cc(C)ccc2C)CC1	-3%
CCN(CC)S(=O)(=O)c1ccc2nc(NC(=O)c3cccnc3)sc2c1	19µM*
COCCCn1c(SCC(=O)NCc2ccccc2)nc2c(sc3ccccc32)c1=O	-1%
O=C(CSc1nc(Nc2ccc(F)c(F)c2)c2ccccc2n1)c1ccc(Cl)cc1	-3%

A portion of the library (hit frequency here may not be typical).
